Screening data: PubChem BioAssay, several laboratories
Runt-SMMHC FRET – inhibitors of human RUNX1 Runt domain binding to CBFb-SMMHC | Cerulean-Runt/Venus-CBFb-SMMHC FRET ratio 530/480, 1 h | inhibition, % at 20 µM | 220,000 tested, 0.74% active | Q01196+Q13951;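 active = mean inhibition across duplicate retests at 20 µM reaching about 50%, limit read from the data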;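 also: 0% = DMSO wells and 100% = wells with excess untagged CBFb-SMMHC; inhibitors lower the FRET ratio by blocking Runt binding to CBFb-SMMHC; some results filed as inactive read as strong as hits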
Target sequence (Q01196 whole entry, looked up, the tested form may be a part): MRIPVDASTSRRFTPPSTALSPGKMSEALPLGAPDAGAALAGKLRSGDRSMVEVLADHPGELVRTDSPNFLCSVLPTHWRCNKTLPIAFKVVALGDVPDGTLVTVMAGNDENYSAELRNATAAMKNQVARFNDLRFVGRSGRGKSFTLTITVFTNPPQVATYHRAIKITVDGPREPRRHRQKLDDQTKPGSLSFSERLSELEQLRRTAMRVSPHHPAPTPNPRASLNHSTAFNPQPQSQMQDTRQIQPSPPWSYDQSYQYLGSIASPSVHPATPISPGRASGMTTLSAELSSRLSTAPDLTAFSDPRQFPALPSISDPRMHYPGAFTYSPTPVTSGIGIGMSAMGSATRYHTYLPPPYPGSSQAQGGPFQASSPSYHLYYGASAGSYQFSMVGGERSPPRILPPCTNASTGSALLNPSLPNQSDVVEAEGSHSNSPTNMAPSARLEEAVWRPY
Target sequence (Q13951 whole entry, looked up, the tested form may be a part): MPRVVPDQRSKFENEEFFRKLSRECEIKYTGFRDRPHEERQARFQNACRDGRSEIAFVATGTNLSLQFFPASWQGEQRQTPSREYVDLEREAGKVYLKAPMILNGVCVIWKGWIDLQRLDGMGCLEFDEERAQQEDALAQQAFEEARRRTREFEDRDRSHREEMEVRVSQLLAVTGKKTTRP
Hck-Nef inh – inhibitors of human Hck kinase activated by Nef; P08631; Recombinant Hck-YEEI plus Nef, Z-Lyte FRET kinase assay; inhibition, % at 20 µM; 220,000 tested, 0.68% active;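 active = Hck-Nef kinase inhibition above about 50%, limit read from the data; inactive = inhibition below that limit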;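 also: 0% = DMSO with Hck plus Nef and 100% = Hck alone without Nef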
PERK inhibitor – inhibitors of human PERK kinase; inhibition, % at 5.6 µM; Q9NZJ5; AID 1416; 220,000 tested, 0.17% active; CHO PERK-DD fusion, SEAP luminescence translation reporter;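 active = inhibition above the mean inhibition of all tested compounds plus 3 SD, set separately per screening campaign, cut at about 2.9% in these data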;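 also: PERK kinase domain activated by AP20187 dimerizer at 100 nM; 0% = DMSO with dimerizer and 100% = rapamycin at 8.4 µM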
EP2 mod – modulates human prostaglandin E2 receptor EP2 signaling | EP2-expressing cells, cAMP HTRF FRET, PGE2 co-stimulation | induction, % at 25 µM | 260,000 tested, 0.83% active;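 active = compounds whose cAMP rise, as percent of the full-agonist control response, exceeds 60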;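 also: rat C6 glioma line stably carrying human EP2 under a CMV promoter; the protocol text gives 20 µM as final concentration; 100% = response of wells given 1 µM PGE2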
L929 necroptosis – L929 zVAD cell death inhibition. viability rescue, % at 10 µM. 220,000 tested, 0.38% active. L929 zVAD necroptosis rescue, ATP luminescence, 24 h; with zVAD 60 µM;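 active = activation, scaled between plate controls, above about 75%, limit read from the data; inactive = activation under that limit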;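 also: 0% = zVAD with DMSO and 100% = DMSO alone without zVAD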
PGE2 EP2 inh – EP2 receptor (human) inhibition; P43116; C6 glioma cells expressing human EP2, cAMP TR-FRET; cells stimulated with saturating PGE2; inhibition, % at 25 µM; 260,000 tested, 0.52% active; AID 1422;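 active = percent inhibition above 40 after rounding to a whole number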;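 also: rat C6 glioma host cells with rolipram phosphodiesterase inhibitor present; the protocol text gives 20 µM as final concentration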
RBBP9 inh – blocks human serine hydrolase RBBP9; O75884; recombinant RBBP9, FP-Rh probe fluorescence polarization; inhibition, % at 7.94 µM; 220,000 tested, 0.2% active;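 active = inhibition above the campaign mean of all tested compounds plus 3 SD, cut at about 14% in these data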;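 also: plate controls were DMSO wells with RBBP9 for no effect and wells lacking RBBP9 protein for full effect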
Target sequence (O75884 whole entry, looked up): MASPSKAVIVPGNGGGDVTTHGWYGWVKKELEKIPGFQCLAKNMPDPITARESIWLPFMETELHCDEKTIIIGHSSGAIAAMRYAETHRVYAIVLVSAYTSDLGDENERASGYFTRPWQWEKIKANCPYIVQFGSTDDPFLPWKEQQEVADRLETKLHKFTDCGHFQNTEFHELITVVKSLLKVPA
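Test system: recombinant human RBBP9. Quantity: 2.5 µM RBBP9 dispensing solution, before mixing. Detection: FP readout at 525/598 nm. Reagent: Serine-hydrolase probe FP-Rh, 375 nM pre-mixing. Measure: % inhibition. Control set: DMSO-treated enzyme wells and wells lacking RBBP9. Buffer or medium: Tris-NaCl-Pluronic buffer, pH 8.0. Times: preincubation 30 min plus labeling 45 min at 25 °C.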
Runt-CBFb FRET – blocks binding of human RUNX1 Runt domain to CBFb. AID 1496. inhibition, % at 20 µM. 220,000 tested, 0.46% active. Q01196+Q13951. Cerulean-Runt/Venus-CBFb FRET ratio 530/480, 1 h;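 active = inhibition over about 50% at 20 µM in the single-dose screen, limit read from the data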;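 also: 0% = DMSO wells and 100% = excess unlabeled CBFb competitor control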
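Measured by: fluorescence energy transfer, 422 nm excitation, 530/480 nm emission; Assay system: Cerulean-Runt domain; Medium: Tris pH 7.5 buffer with BSA; Measure: loss of energy transfer signal; Controls: 5 µM unlabeled CBFb as full-inhibition high control; Incubation: protein complex preformed 1 h, compound exposure 1 h, room temperature, dark.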
TNF death inh – inhibitors of TNF-alpha induced necroptosis in Jurkat FADD-/- cells. 220,000 tested, 0.068% active. AID 463075. Jurkat FADD-/- TNF necroptosis rescue, ATP luminescence, 24 h; 0 = TNF only, 100 = no-TNF cells. activation (protection from cell death), % at 10 µM;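 active = activation, meaning protection from cell death, of at least 50% relative to plate controls; inactive = activation below 50%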;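 also: necroptosis triggered by 40 ng/mL TNF-alpha added together with compound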
The depositor's hits bear a star; . = not tested or not shown; & = joins results of further samples. An excerpt, so the mix of outcomes need not match the whole.

SMILES | Runt-SMMHC FRET | Hck-Nef inh | PERK inhibitor | EP2 mod | L929 necroptosis | PGE2 EP2 inh | RBBP9 inh | Runt-CBFb FRET | TNF death inh
COc1ccc(C2CCN(CC(=O)N(C)C)CC2O)cc1 (stereo unspecified) | -1 | 27 | 1.3 | 17 | 2.1 | 0 | -8 | -1 | -0.1
CCCCN(CCCC)c1nc2ccccc2nc1NS(=O)(=O)c1ccc(NC(C)=O)cc1 | 70* | 4 | -0.1 | 6 | 0.8 | 7 | 10 | 20 | 0.4
CCOc1ccccc1NC(=O)COC(=O)CN(C)S(=O)(=O)c1ccc(C)cc1 | 2 | 4 | 1.0 | 8 | 2.7 | 3 | 4 | -2 | 0.1
O=C(Nc1nc2c(Cl)ccc(Cl)c2s1)c1ccco1 | 0 | 1 | -0.1 | -17 | 0.3 | 70* | -10 | 1 | -1.7
O=c1cc(C(Cl)(Cl)Cl)oc2c1ccc1ccccc12 | -3 | -6 | -0.4 | 29 | 3.7 | 12 | -1 | 1 | -23
COc1ccc(CCNc2ccncn2)cc1OC | 1 | -21 | -0.4 | 14 | -1.6 | 7 | -4 | 0 | -3.0
CCn1c(=O)c([N+](=O)[O-])c(NCCN(C)C)c2ccccc21 | 9 | 11 | -0.5 | -33 | -1.1 | 4 | -17 | 13 | 0.9
COc1ccc(S(=O)(=O)N2CCC(C(=O)Nc3cccc(C(C)=O)c3)CC2)cc1 | -3 | 9 | 0.1 | -41 | -0.8 | 10 | -6 | -1 | 2.9
CCOc1ccccc1N(CC(=O)NC1CCCCC1)C(=O)c1nsc(Cl)c1Cl | 1 | 18 | -0.4 | 17 | -1.3 | 6 | -2 | -2 | -0.5
O=C(COc1ccc(C(=O)Nc2ccc(Cl)cc2)cc1)NCc1ccccc1 | 1 | 1 | 0.4 | -18 | 0.7 | 3 | 0 | 0 | 2.4
COc1ccc(-c2ccc(C3C(C#N)=C(N)Oc4n[nH]c(C)c43)o2)cc1 (stereo unspecified) | -121 | 0 | -0.5 | -32 | 0.3 | 18 | -4 | -60 | -2.9
Cc1cc(C)cc(C(=O)N(CCc2ccccc2)C2=CC3CCC(C2)N3C)c1 (stereo unspecified) | -6 | 15 | 1.0 | 1 | -0.6 | 2 | -1 | -3 | 1.3
S=C(NCCc1ccccc1)Nc1ccc(Nc2ccccc2)cc1 | 0 | -5 | 1.0 | -47 | 1.1 | 7 | 0 | 1 | -7.3
Cc1cnn(C(=O)c2cc(-c3ccccc3)nc3ccccc23)c1 | -1 | 1 | -0.1 | 17 | 0.1 | 4 | -3 | -2 | -2.7
CCn1cc(CN2CCc3c([nH]c4ccccc34)C2c2ccc(F)c(OC)c2)c(C)n1 (stereo unspecified) | 20 | 14 | -0.9 | 23 | 1.1 | 4 | -4 | 2 | 2.4
CCOC(=O)/C(=N\Nc1ccccc1Cl)N1CC(C)OC(C)C1 (stereo unspecified) | -4 | 10 | 0.9 | 37 | 0.8 | 9 | 4 | -1 | -0.8
C#CCOc1ccc(/C=N/NC(=O)c2cccnc2)cc1OCC | 1 | 18 | 0.1 | -6 | 2.3 | 12 | -5 | 0 | -0.4
COc1ccc(OC)c(CNC(=O)CCNC(=O)Cn2ccc3ccccc3c2=O)c1 | -2 | 0 | 0.7 | 9 | 0.0 | 12 | -4 | . | -0.6
CCCOC(=O)CCCCC1SCC(NC(=O)OC)C1NC(=O)OC (stereo unspecified) | 4 | -7 | -0.2 | 14 | 0.1 | 9 | -8 | -1 | -0.3
Cc1ccc(-c2nnc(N(C)C(=O)c3ccncc3)s2)cn1 | 3 | 1 | 0.5 | -9 | 0.8 | 14 | 4 | 0 | 0.6
C=CCOc1ccc(/C=C2\C(=N)N3N=C(S(=O)(=O)CC)SC3=NC2=O)cc1OC | 4 | 1 | 0.3 | 21 | 0.9 | 4 | -16 | . | -0.3
CC(=O)NCCn1c(SCc2ccccc2C)nc2ccccc2c1=O | 2 | 0 | 0.4 | 43 | -0.2 | 1 | -5 | -2 | -7.5
O=C(CC1Oc2ccccc2NC1=O)NCCCN1CCOCC1 (stereo unspecified) | 3 | 9 | 0.2 | 14 | 1.9 | 12 | 4 | 2 | 1.9
O=C(NCc1nc2ccccc2[nH]1)C1=C[C@@H](C2CCCCC2)C[C@@H](OCCCCO)O1 | 0 | 20 | . | 4 | 0.0 | 9 | . | 1 | 2.3
O=C1/C(=C/c2cccc([N+](=O)[O-])c2)CSc2ccc(Cl)cc21 | -3 | -36 | 1.6 | 10 | 0.5 | 8 | 3 | 1 | 15
Continuation.
SMILES | Runt-SMMHC FRET | Hck-Nef inh | PERK inhibitor | EP2 mod | L929 necroptosis | PGE2 EP2 inh | RBBP9 inh | Runt-CBFb FRET | TNF death inh
COc1cc(CC(=O)OCC(=O)Nc2ncc(Cl)cc2Cl)cc(OC)c1OC | -1 | 0 | 0.5 | 0 | 0.0 | 14 | -4 | 1 | -3.2
O=C(/C=C/c1ccccc1)Nc1sc2c(c1C(=O)O)CCC2 | -5 | 27 | -0.2 | -12 | 0.5 | 13 | -2 | 6 | 1.4
Cc1ccc(-c2nnc(Nc3ccc(C(=O)N(C)C)cc3)c3ccccc23)cc1S(=O)(=O)NC(C)(C)CO | -6 | 18 | 1.2 | -10 | 1.6 | 9 | 3 | 2 | 0.2
CCOc1ccc2[nH]c(=O)c(CN(CCc3ccccc3)C(=O)N3CCOCC3)cc2c1 | -8 | 1 | 0.3 | 7&8 | -0.1 | 7 | 2 | -2 | -1.1
CCc1ccc(N2CC(O)=C(c3nc4ccccc4c(=O)[nH]3)C2=N)cc1 | 2 | 21 | -0.2 | -78 | 2.9 | 7 | -7 | -5 | 1.7
NC(=S)N/N=C/c1cccc(O)c1O | -9 | -18 | 1.0 | 18 | 0.1 | 5 | 9 | 2 | -5.7
C/C(CC(=O)NC1CCCC1)=N\NC(=O)c1ccc([N+](=O)[O-])c(Cl)c1 | -6 | 1 | 1.5 | 32 | 0.5 | 9 | -4 | -2 | 2.1
Brc1ccc(Oc2nnnn2-c2ccccc2)cc1 | 0 | 1 | -0.4 | 33 | -0.9 | 13 | -10 | 0 | -0.2
CNC(=O)N/N=C(\N)c1ccccn1 | 2 | 8 | 2.1 | -64 | 0.1 | 17 | -11 | 1 | 1.4
Cn1cc(Cl)c(C(=O)Nc2cnn(Cc3ccc(F)cc3)c2)n1 | -4 | 4 | -0.9 | -13 | 1.0 | 13 | -6 | -3 | 1.0
Cc1ccccc1-c1nn(-c2ccc(F)cc2F)cc1CNCC(C)O (stereo unspecified) | -1 | 19 | 0.3 | -45 | 0.5 | 9 | -4 | -2 | 2.3
COc1cccc(-n2c(=O)[nH]cc(C(=O)Nc3ccc(NC(C)=O)cc3)c2=O)c1 | -4 | 1 | 0.0 | 12 | 1.2 | 10 | -8 | 0 | -0.2
Cc1cc(NC(=O)Cn2cnc3c2c(=O)n(C)c(=O)n3C)n(-c2ccccc2)n1 | 0 | 1 | 1.2 | -4 | -0.8 | 12 | 7 | 1 | -0.5
N=C(N)SCc1cn(-c2ccccc2)nc1-c1ccc(Br)cc1 | 2 | 13 | -0.4 | -16 | -0.7 | 7 | -4 | -3 | -13
O=C(O)c1ccc2c(c1)C(=O)N(C(Cc1ccc(O)cc1)C(=O)O)C2=O (stereo unspecified) | -3 | 0 | 0.8 | 21 | 0.0 | 8 | 0 | 0 | 0.8
O=C(Nc1ccc(NC(=O)C23CC4CC(CC(C4)C2)C3)cn1)c1ccco1 | 1 | 2 | -1.5 | -44 | 2.3 | 11 | -1 | 0 | 1.3
CC(=O)Nc1nc(C2COc3ccccc3O2)cs1 (stereo unspecified) | 4 | 0 | 2.1 | -13&-2 | -0.4 | 3&1 | -8 | 0 | -2.6
Cc1cc(F)ccc1S(=O)(=O)Nc1ncnc2scc(-c3ccc(F)cc3)c12 | -7 | 2 | 0.6 | -23 | 1.0 | 6 | -7 | 67* | 0.1
CCn1c(-c2ccc(OC)c(OC)c2)n[nH]c1=S | 7 | 7 | 0.6 | 7 | 1.0 | 12 | -6 | 4 | 0.5
CNC(=O)c1c(NC(=O)c2ccc(S(=O)(=O)N3CCCc4ccccc43)cc2)sc2c1CCN(C)C2 | -48 | 31 | -0.7 | -76 | 0.1 | 6 | -6 | -262 | -7.9
CCOC(=O)C(NC(=O)c1ccccc1)=C(C)C | -5 | -1 | 0.3 | 16 | -0.3 | 4 | 3 | 2 | 0.4
COC(=O)c1cccc(S(=O)(=O)N2CCC(n3nnc4cc(F)ccc43)CC2)c1 | -4 | -1 | -1.1 | -51 | 0.5 | 1 | -13 | 0 | -3.7
Fc1ccc(-n2cc(CNCCc3ccncc3)c(-c3ccccc3Cl)n2)cc1 | -1 | 9 | -0.6 | -41 | 0.4 | 8 | -8 | -1 | 5.2
Cc1ccc(C(=O)NNC(=O)CSc2nnc3c(n2)[nH]c2ccc(F)cc23)cc1 | -13 | 7 | 1.2 | 1&-1 | 0.6 | 5&4 | 1 | 1 | -2.0
O=C(Cn1nc(-c2ccccc2)c2ccccc2c1=O)NCCN1CCOCC1 | 1 | -4 | -0.1 | 1 | 0.3 | 9 | -2 | 2 | 0.0
(next part)
SMILES | Runt-SMMHC FRET | Hck-Nef inh | PERK inhibitor | EP2 mod | L929 necroptosis | PGE2 EP2 inh | RBBP9 inh | Runt-CBFb FRET | TNF death inh
Cn1c(=O)c2[nH]cnc2n(-c2ccccc2)c1=O | 5 | 5 | 0.9 | 33 | -0.3 | 12 | -4 | 4 | -0.1
CC(C)c1ccc(NC(=O)C(c2ccccc2)N(C)C(=O)c2cnccn2)cc1 (stereo unspecified) | 5 | 25 | -0.7 | 6 | 0.6 | 5 | -8 | -10 | 2.3
O=C(Cc1cccs1)NCc1ccc(F)cc1 | -6 | 0 | 0.6 | 15 | 0.1 | 14 | 0 | -2 | 2.3
CCc1cccc(NC(=O)c2ccc(NS(=O)(=O)c3c(C)noc3C)cc2)c1 | 2 | 1 | 0.6 | -18 | 2.8 | 32 | -2 | -2 | 0.3
FC(F)(F)c1cccc(-c2ccc(/C=N/Nc3nncc(-c4ccccc4)n3)o2)c1 | -5 | 26 | 0.6 | -15 | 3.1 | 1 | 0 | -1 | 1.7
CCNC(=O)C/C(C)=N/NC(=O)C1CCCCC1 | 1 | 0 | 0.6 | 5 | 0.5 | 6 | 7 | 2 | 1.0
COc1ccc(C(=O)NCc2cc(C)nc3ccccc23)cc1 | -4 | 18 | -0.4 | -58 | 0.8 | 5 | -1 | 0 | -4.3
CC(=O)N1CC23C=CC(CC2CC12CCCCCC2)O3 (stereo unspecified) | 1 | 16 | 0.9 | 25 | -1.6 | 11 | 2 | 0 | 0.1
CN(C)/C=N/c1c(C#N)cnn1-c1nc2ccccc2s1 | 3 | 2 | 0.4 | 11 | 7.1 | 1 | -4 | -3 | -3.9
